MEP2-GFP yeast = modulators of MEP2-GFP levels in yeast, primary screen, S. cerevisiae, multiplex flow cytometry, MLPCN library | S. cerevisiae MEP2-GFP strain, 3 h; 100% = DMSO control level | GFP response vs DMSO, % at 10 µM | 330,000 compounds, 0.51% hits | AID 2016, 2009;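 active means GFP response versus DMSO above a set limit, roughly screen mean plus 3 SD, cut at about 180% in these data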;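 further: median GFP fluorescence of the barcode-gated MEP2-GFP cells per well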
AHR act = AHR activators, primary screen, cell-based, luminescence, luciferase reporter, human; activation, % at 5 µM; 320,000 compounds, 2.5% hits; AHR-responsive luciferase reporter cells; Aryl hydrocarbon receptor (Homo sapiens), P35869; AID 2796, 2010; in the data active means activation above about 47%;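 further: 0% = vehicle wells and 100% = reference agonist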
LAP4-GFP MLPCN = modulators of LAP4-GFP expression in yeast, primary screen, S. cerevisiae, multiplex flow cytometry, MLPCN library. 3 h; median GFP as percent of DMSO wells. GFP response vs DMSO, % at 10 µM. 320,000 compounds, 0.34% hits;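 active means GFP response vs DMSO above a set limit, about the screen mean plus 3 SD, cut at about 150% in these data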
proCasp7 act = procaspase-7 activators, primary screen, counter-screen for procaspase-3 activator project, biochemical, absorbance, HTS, human; Caspase-7 (Homo sapiens), P55210; recombinant procaspase-7, Ac-DEVD-pNA absorbance 405 nm; D23A/D198A/D206A triple mutant, cannot self-cleave; scale: DMSO 0, 5 µM enzyme 100; activation, % at 8.5 µM; 330,000 compounds, 0.093% hits; AID 463210, 2010;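 active means percent activation above the screen-wide mean plus 3 SD, cut at about 25% in these data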
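Assay system: Uncleavable procaspase-7 mutant enzyme; Input: 2 µM procaspase-7 mutant as dispensed; Also added: DEVD-pNA substrate; Medium: Zinc-free HEPES pH 7.4 with 300 mM NaCl, 0.01% Triton X-100; Timing: 1 h compound preincubation, 2 h substrate cleavage, 25 °C; Measured by: Epi-absorbance of released pNA at 405 nm, two timepoints.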
ZTA counter = blocks Epstein-Barr virus ZTA, an EBNA-1 counter-screen | P03206 | ZTA-DNA binding, fluorescence polarization | inhibition, % at 11 µM | 320,000 compounds, 0.15% hits; in the data active means inhibition above about 33%
RPL19A-GFP yeast = RPL19A-GFP expression modulators in yeast, primary screen, cell-based, S. cerevisiae, multiplex flow cytometry, MLPCN. S. cerevisiae RPL19A-GFP strain, 3 h; active compounds read low. percent response vs DMSO, % at 10 µM. 330,000 compounds, 0.3% hits. AID 2025, 2009;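 active means percent response vs DMSO below 50%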;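 further: median channel GFP fluorescence of the barcoded RPL19A-GFP strain; ratio of sample median GFP to plate DMSO average so 100% = DMSO; lower means less RPL19A-GFP as with rapamycin TOR inhibition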
EBNA-1 inh = EBNA-1 DNA-binding inhibitors, primary screen, biochemical, fluorescence polarization; 300,000 compounds, 0.34% hits; AID 1950, 2009; inhibition, % at 14.8 µM; in the data active means inhibition above about 28%
procasp3 activ = activators of human procaspase-3 D3A mutant, primary screen, biochemical, absorbance, PC-3 D3A mutant, single concentration. AID 463141, 2010. activation, % at 8.5 µM. recombinant procaspase-3 D3A, Ac-DEVD-pNA absorbance 405 nm. 330,000 compounds, 0.11% hits;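 active means activation above the mean of all tested compounds plus 3 SD, cut at about 21% in these data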;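 further: 0% = DMSO alone and 100% = DMSO wells spiked with extra 5 µM PC-3 D3A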
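Technique: 405 nm absorbance of p-nitroaniline, reads at 0 and 120 min; Test system: Procaspase-3 D3A mutant; Incubation: 1 h enzyme-compound preincubation, then 2 h substrate reaction, 25 °C; Repeats: singlicate, each compound tested once; Benchmarks: low control DMSO wells, high control DMSO plus 5 µM PC-3 D3A.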
Active calls of the source: *; nt = no result given. Some of the compounds tested (hit frequency here may not be typical).

SMILES	MEP2-GFP yeast	AHR act	LAP4-GFP MLPCN	proCasp7 act	ZTA counter	RPL19A-GFP yeast	EBNA-1 inh	procasp3 activ
COC(=O)C1=C(c2cccc(OCc3ccccc3)c2)C[C@@H]2CC[C@H]1N2C(=O)NCc1cccc(C(F)(F)F)c1	94	0	102	5	-12	98	nt	-2
C/C(=C\c1ccc(N(C)C)cc1)[N+](=O)[O-]	102	-1	155*	-15	7	102	7	-5
Cn1c(O)c(Cc2cccc(Cl)c2Cl)c(=O)n(C)c1=O	102	2	91	6	-6	102	-10	7
CCOC(=O)C(O)(c1ccc(NC(=O)NC)cc1)C(F)(F)F (configuration not stated)	100	1	nt	1	16	95	7	5
CC(Cc1ccccc1)NC(=O)/C=C/c1ccc(Cl)cc1 (configuration not stated)	101	7	114	3	10	100	14	-1
CCC(=NCc1cc(OC)cc(OC)c1)c1c(O)n(C2CCCCC2)c(=O)[nH]c1=O	94	1	nt	4	3	102	5	6
N#CC1=C(N)Oc2c(c(=O)sc3ccccc23)C1c1cccnc1 (configuration not stated)	102	4	96	1	-18	102	-5	4
O=C(N[C@H]1CP(=O)(Oc2ccccc2)O[C@H](COCc2ccccc2)[C@H]1O)C(Cl)(Cl)Cl (some centres not stated)	93	1	123	0	6	95	8	9
CC(=O)N1N=C(c2cccnc2)CC1c1ccccc1O (configuration not stated)	101	2	95	1	14	96	-5	-5
N[C@@H](Cc1c[nH]c2ccccc12)c1nnc(SCc2ccccc2)o1	100	74*	99	-21	-26	103	-10	3
C=C[C@@H]1C2=CCOC(=O)C2=CO[C@H]1O[C@@H]1O[C@H](CO)[C@@H](O)[C@H](O)[C@H]1O	101	-1	107	-8	-5	101	nt	1
CCC(C)C(=O)N[C@@H](c1ccccc1)[C@@H](O)C(=O)O[C@H]1C[C@@]2(O)[C@@H](OC(=O)c3ccccc3)C3[C@](C)(C(=O)[C@H](OC(C)=O)C(=C1C)C2(C)C)[C@@H](O)C[C@H]1OC[C@@]31OC(C)=O (some centres not stated)	106	-1	98	0	-6	95	1	2
Cc1ccc(C(=O)N[C@@H](C)CN2C3=NC[C@H](Cc4ccccc4)N3C[C@H]2Cc2ccc(O)cc2)cc1Br	92	9	128	17	-17	95	4	4
COc1cc(OC)c(OC)cc1/C=C1\C(=O)NC(=O)N(Cc2ccccc2)C1=O	105	2	95	-16	-17	94	-2	-10
COCCCN1CCN(c2nnc3n2-c2sc(Br)cc2C(c2ccccc2Cl)=NC3)CC1	103	-6	100	0	-21	97	-5	10
CCCN1CCc2cccc3c2[C@H]1Cc1ccc(O)c(O)c1-3	102	1	98	-27	-12	105	-8	-20
CC(C)(C)c1ccc(C(=O)C2CCCN(C3CCC3)C2)cc1 (configuration not stated)	102	5	89	11	-5	103	5	8
C/C(=N\N1CCCCCC1)c1c(O)n(-c2ccccc2)c(=O)[nH]c1=O	101	-4	87	-8	-25	100	-1	1
COc1ccc(-n2c(O)c(C(C)=NCCN3CCNCC3)c(=O)[nH]c2=O)cc1	110	-3	86	-2	-2	99	12	-3
COC(=O)C1=CO[C@@H](C)[C@@H]2CN3CC[C@]4(C(=O)Nc5ccccc54)[C@@H]3C[C@H]12	103	9	104	-8	-1	103	-7	7
CCCCNC(C)Cc1ccccc1 (configuration not stated)	101	2	122	-2	nt	89	nt	14
COc1ccc(OC)c(N2C(=O)NC(=O)/C(=C\c3ccc([N+](=O)[O-])s3)C2=O)c1	93	2	134	-11	-6	89	-9	0
Cc1ccc(N=C(/N=C(\N)N[N+](=O)[O-])Nc2ccc(C)cc2)cc1	98	3	98	3	-7	94	2	-1
CC1(C)CC(=O)C(C=NCCN2CCN(C(=O)Cc3ccc(F)cc3)CC2)=C(O)C1	105	-4	101	7	-13	nt	2	-9
N/C(=N/[N+](=O)[O-])N1CCN(C(=O)c2ccc(Cl)cc2)CC1	102	0	93	15	4	93	5	-4

Single records (already shown). Order of values: MEP2-GFP yeast, AHR act, LAP4-GFP MLPCN, proCasp7 act, ZTA counter, RPL19A-GFP yeast, EBNA-1 inh, procasp3 activ
Record of N[C@@H](Cc1c[nH]c2ccccc12)c1nnc(SCc2ccccc2)o1 : 100, 74*, 99, -21, -26, 103, -10, 3
Record of COCCCN1CCN(c2nnc3n2-c2sc(Br)cc2C(c2ccccc2Cl)=NC3)CC1 : 103, -6, 100, 0, -21, 97, -5, 10
Record of CCCCNC(C)Cc1ccccc1 (configuration not stated) : 101, 2, 122, -2, nt, 89, nt, 14
Record of C=C[C@@H]1C2=CCOC(=O)C2=CO[C@H]1O[C@@H]1O[C@H](CO)[C@@H](O)[C@H](O)[C@H]1O : 101, -1, 107, -8, -5, 101, nt, 1
Record of Cc1ccc(C(=O)N[C@@H](C)CN2C3=NC[C@H](Cc4ccccc4)N3C[C@H]2Cc2ccc(O)cc2)cc1Br : 92, 9, 128, 17, -17, 95, 4, 4

The results go on.
SMILES	MEP2-GFP yeast	AHR act	LAP4-GFP MLPCN	proCasp7 act	ZTA counter	RPL19A-GFP yeast	EBNA-1 inh	procasp3 activ
C=CCn1c(O)c(/C(C)=N/N2CCCCC2)c(=O)[nH]c1=O	106	-2	101	-8	-22	101	1	2
CCCc1nc2ccccc2c(=O)n1-c1ccccc1OC	95	3	96	9	-7	98	6	9
CCC1(c2ccccc2)C(=O)NC(=O)NC1=O	100	-1	103	-9	nt	99	nt	-2
CCOC(=O)C1(CCCc2ccccc2)CCN(C2CCC2)CC1	102	5	107	8	0	95	2	2
COC(=O)C1=C(c2ccc(OC(F)(F)F)cc2)C[C@@H]2CC[C@H]1N2C(=O)NCCNC(C)=O	97	-1	106	5	-3	101	nt	-6
Cc1ccc(-n2c(O)c(C=Nc3ccc(S(N)(=O)=O)cc3)c(=O)[nH]c2=O)cc1	102	0	122	-4	10	100	7	-12
CN(C)CCCN=Cc1c(O)n(Cc2ccco2)c(=O)[nH]c1=O	103	0	96	2	7	97	8	-7
Cc1nc2ccccc2c(=O)n1-c1ccc(Br)cc1[N+](=O)[O-]	90	-11	88	-5	-17	96	-13	-4
COC(=O)C1=C(c2ccc(OC)c(OC)c2)C[C@@H]2CC[C@H]1N2C(=O)NCc1ccc(F)cc1	104	0	103	1	10	105	nt	9
O=C1CC(=O)N(Cc2ccccc2)C(=O)N1CCCCCCN1C(=O)CC(=O)N(Cc2ccccc2)C1=O	100	-1	109	-4	-6	94	-3	-10
COc1ccc(CCNCc2sccc2C)cc1OC	96	6	99	-4	3	100	-10	1
O=P(OCC(F)(F)C(F)F)(N1CCCCC1)N1CCCCC1	97	-1	88	10	-1	101	-1	9
Fc1cccc(F)c1-c1nc(-c2ccc(Cl)cc2)no1	103	73*	113	6	-12	101	7	-1
Cn1c(O)c(C=NC2CC3CCC2(C)C3(C)C)c(=O)[nH]c1=O (configuration not stated)	108	-4	105	-8	12	102	5	3
O=C(CN1C(=O)CN=C(c2ccccc2Cl)c2cc(Cl)ccc21)NCc1ccco1	104	1	103	3	-19	99	-6	-4
Cc1ccc(-n2c(O)c(/C=N/NC(=O)c3ccncc3)c(=O)[nH]c2=O)cc1C	100	14	99	-11	5	103	8	-5
CC(=Nc1c(C)n(C)n(-c2ccccc2)c1=O)c1c(O)n(Cc2ccccc2)c(=O)[nH]c1=O	118	-3	101	0	2	104	20	2
Cc1nc2ccccc2c(=O)n1-c1ccc(Cl)cc1Cl	97	-3	90	11	9	102	-7	-1
CCSc1cc(C2C(C#N)=C(N)Oc3n[nH]c(C)c32)c(C)o1 (configuration not stated)	95	2	89	-5	17	98	-14	-6
COc1ccc(C=C2C(=O)N(C)C(=O)N(C)C2=O)cc1CSc1ccccn1	108	2	107	0	-21	99	1	2
CCS(=O)(=O)N1CCCC(C(=O)N2CCC3(CC2)OCCO3)C1 (configuration not stated)	103	1	99	12	-16	101	2	3
Nc1c2c(nc3sc4c(c13)CCCCC4)CCCC2	110	14	106	13	-16	114	1	3
CC(=O)C1C(=O)NC23CCCCC2C1c1ccccc1O3 (configuration not stated)	103	0	75	0	3	116	-1	-2
O=C(O)CSC(=S)N1CC2CC(C1)c1cccc(=O)n1C2 (configuration not stated)	93	4	106	-1	5	98	-4	-6
CC(C)[C@H]1C(=O)O[C@H](C(C)C)C(=O)N(C)[C@@H](C(C)C)C(=O)O[C@H](C(C)C)C(=O)N(C)[C@@H](C(C)C)C(=O)O[C@H](C(C)C)C(=O)N1C	98	-4	99	0	3	96	2	4

Continuation.
SMILES	MEP2-GFP yeast	AHR act	LAP4-GFP MLPCN	proCasp7 act	ZTA counter	RPL19A-GFP yeast	EBNA-1 inh	procasp3 activ
CCOC(=O)c1c(/N=C/C2C(=O)NC(=O)NC2=O)sc2c1CCC2	99	1	109	-26	-5	95	10	-19
CC(=O)OC1=CC[C@H]2[C@@H]3CC[C@H]4C[C@H](OC(C)=O)[C@@H](OC(C)=O)C[C@]4(C)[C@H]3CC[C@]12C	104	0	106	-4	-16	99	1	11
Cc1nn(-c2ccccc2)c2c1CC1(C(=O)N(C)C(=O)N(C)C1=O)C1CCCCN21 (configuration not stated)	99	2	89	6	20	98	12	-2
CN1C(=O)C(=Cc2ccc(N3CCOCC3)o2)C(=O)N(C)C1=O	nt	7	nt	-7	-2	nt	2	-6
CN1CC=C(c2c[nH]c3ccccc23)CC1	93	28	97	1	-12	91	5	-3
CCC(C)(C)c1ccc(O)cc1	96	-2	100	-4	-2	105	nt	2
Cc1cc(C)c(N=Cc2c(O)[nH]c(=O)[nH]c2=O)c(C)c1	109	12	103	-20	-14	105	9	-5
COC(=O)C1=C(c2ccc(OC(F)(F)F)cc2)C[C@@H]2CC[C@H]1N2C(=O)NCc1cccc2ccccc12	101	0	106	-4	-13	105	nt	-2
Cc1cccc(NC(=O)CN2CCN(C(=O)COc3cccc(Br)c3)CC2)c1C	94	0	98	4	-4	98	nt	4
C=Cn1ccnc1P(=S)(c1ccccc1)c1nccn1C=C	99	-1	94	3	4	104	4	-5
COc1cc2[nH]c(C(=O)N3CCC4(CC3)OCCO4)cc2c(OC)c1OC	97	3	97	14	17	101	4	2
Oc1ccc(C2=CCNCC2)cc1O	93	0	121	-26	-14	99	-1	-18
C/C(=N\Nc1ccccc1)c1c(O)n(Cc2ccccc2)c(=O)[nH]c1=O	106	8	89	-23	-1	99	-8	-11
CN(C(=O)Oc1ccc(F)cc1)c1ccccc1	110	6	95	0	4	108	12	-9
CC1=C(C(=O)O)N2C(=O)[C@@H](NC(=O)CCCC(=O)O)[C@H]2SC1	111	-1	109	-3	12	103	6	-2
CC1CCC2C(C)C(=O)OC3OC4(C)CCC1C32OO4 (configuration not stated)	125	2	101	-6	-7	106	5	4

5 compounds drawn at random from those above, as already listed:
SMILES	MEP2-GFP yeast	AHR act	LAP4-GFP MLPCN	proCasp7 act	ZTA counter	RPL19A-GFP yeast	EBNA-1 inh	procasp3 activ
C/C(=C\c1ccc(N(C)C)cc1)[N+](=O)[O-]	102	-1	155*	-15	7	102	7	-5
COc1ccc(C=C2C(=O)N(C)C(=O)N(C)C2=O)cc1CSc1ccccn1	108	2	107	0	-21	99	1	2
O=C(O)CSC(=S)N1CC2CC(C1)c1cccc(=O)n1C2 (configuration not stated)	93	4	106	-1	5	98	-4	-6
COc1cc2[nH]c(C(=O)N3CCC4(CC3)OCCO4)cc2c(OC)c1OC	97	3	97	14	17	101	4	2
CCCN1CCc2cccc3c2[C@H]1Cc1ccc(O)c(O)c1-3	102	1	98	-27	-12	105	-8	-20

High-throughput results (PubChem)
